# USP2a inh: USP2a (human) protease inhibition; O75604; AID 463254; 330,000 tested, 0.01% active; USP2 core, Ub-CHOP2 coupled fluorogenic reporter, 485/531; Potency, µM (top dose mostly 38.3 µM), for the others: at the top dose activity change, negative = inhibition, actives largely listed as inhibitors;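 note: potency is the fitted concentration of half-maximal effect; plate controls were DMSO wells for no effect and full inhibition by NEM control for full effect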
#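 USP2 core (10nM final) preincubated 30min RT with compound in 20mM Tris-HCl pH 8.0, 2mM CaCl2, 2mM beta-mercaptoethanol, 0.05% CHAPS; 25nM Ub-CHOP2 plus 25nM reporter substrate added, fluorescence (Ex485/Em531) read after 60min.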
# BRCA1 expr up: activators of BRCA1 expression. 380,000 tested, 1.1% active. Potency, µM (highest dose often 46.1 µM), for inactives: at the highest dose activation, usual class: activators. MCF7-BRCA1-FFLuc reporter, luminescence, 48 h; response scale: scaled: vehicle 0%, 10 µM genistein 100%. AID 624202; note: potency is the fitted concentration of half-maximal effect; nearly all actives have a fitted effect of over 80% in size; some results filed as inactive show a strong effect at the top dose
#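 Activators of BRCA1 expression were detected as increased firefly luciferase luminescence in engineered MCF7 cells after 48 h compound incubation. Signals were scaled to genistein 10 microM as full activation.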
# Integrin act MD: activates integrin-mediated alleviation for muscular dystrophy; alpha7betagal myoblasts, beta-gal FDG fluorescence, 48 h; Potency, µM (highest dose often 38.3 µM), for the others: at the top dose activation, most hits filed as activators; 350,000 tested, 0.064% active; AID 624291;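 note: potency is the fitted concentration of half-maximal effect; 100% = response of the positive control SU9516; nearly all actives have a fitted effect of over 60% in size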
#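 Alpha7betagal+/- myoblasts (passage 13) were plated 16-24 hr, then exposed to compounds (1:260 dilution of DMSO stock) for 48 hours at 37C. After MPER lysis, β-galactosidase reporter activity was read as FDG fluorescence (ex 480/em 540) after 30 minutes.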
# B2AR arrestin: recruits beta-arrestin to the human beta2-adrenergic receptor. Potency, µM (series often up to 46.1 µM), inactives show top-dose activation, actives largely listed as activators. 330,000 tested, 0.02% active. P07550. beta-arrestin recruitment to beta2AR, cell-based reporter. AID 492947;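 note: potency is the fitted concentration of half-maximal effect; 0% = DMSO controls and full agonism = EC100 isoproterenol or metaproterenol; nearly all actives have a fitted effect of over 65% in size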
# Target sequence (P07550 whole entry, looked up): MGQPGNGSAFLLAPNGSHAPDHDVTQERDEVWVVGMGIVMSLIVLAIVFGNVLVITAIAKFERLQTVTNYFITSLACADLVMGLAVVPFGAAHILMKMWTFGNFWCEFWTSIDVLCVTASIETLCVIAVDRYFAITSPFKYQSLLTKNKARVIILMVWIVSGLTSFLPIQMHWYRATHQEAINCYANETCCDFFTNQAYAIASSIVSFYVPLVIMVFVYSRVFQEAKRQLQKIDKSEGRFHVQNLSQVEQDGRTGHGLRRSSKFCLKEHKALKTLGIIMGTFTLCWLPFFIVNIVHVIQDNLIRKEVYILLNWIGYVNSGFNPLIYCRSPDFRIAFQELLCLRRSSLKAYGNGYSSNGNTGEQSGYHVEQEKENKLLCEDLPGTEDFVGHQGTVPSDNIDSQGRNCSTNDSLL
# ELG1 genotox: induces genotoxicity in HEK293T cells with luciferase-tagged ELG1; 330,000 tested, 1.3% active; Potency, µM (highest dose often 46 µM), inactives show at the top dose activity change, positive = activation, usual class: activators; HEK293T ELG1-luciferase reporter, luminescence, 16 h; AID 504466; note: potency is the fitted concentration of half-maximal effect; % of control where 0% means no effect; nearly all actives have a fitted effect of over 60% in size
#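 HEK293T cells expressing luciferase-tagged ELG1 were exposed to compound or DMSO vehicle for 16 hr at 37 °C and 5% CO2. Luciferase activity was then measured with ONE-Glo after 30 min at room temperature.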
# TRPV1 agonist: human TRPV1 agonism | Q8NER1 | TRPV1-expressing cells, Fluo-8 calcium influx, agonist mode | activation, % at 8.33 µM | 320,000 tested, 0.19% active; in the data active = activation above about 80%; inconclusive = between about 30% and that limit; note: 0% is about no effect
#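 Cells expressing TRPV1 were dye-loaded with Fluo-8 and read kinetically: 10 s baseline, 3 min after compound (agonist portion), then 2 min after EC20 capsaicin (allosteric enhancer portion). Calcium-bound dye fluorescence at 480/520 nm.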
# PTAP TSG101 blk: blocks PTAP/TSG101 interaction to inhibit HIV-1 budding; Potency, µM (titrated, usually from 115 µM), without a hit: at the top dose activity change, negative = inhibition, usual class: inhibitors; Q99816; 340,000 tested, under 10 active; Fluorescence polarization, FITC-PTAP peptide / Tsg101 binding; active = well fitted inhibition curve with a large enough effect in the main read-out, with a control signal flat, not every such curve was filed as active; inconclusive = small, poorly fitted or top-dose-only effect, or effect the other way, or a change in a side signal; inactive = no such curve, though single readings can be large or run the other way; note: potency is the fitted concentration of half-maximal effect; % of control where 0% means no effect
# Target sequence (Q99816 whole entry, looked up): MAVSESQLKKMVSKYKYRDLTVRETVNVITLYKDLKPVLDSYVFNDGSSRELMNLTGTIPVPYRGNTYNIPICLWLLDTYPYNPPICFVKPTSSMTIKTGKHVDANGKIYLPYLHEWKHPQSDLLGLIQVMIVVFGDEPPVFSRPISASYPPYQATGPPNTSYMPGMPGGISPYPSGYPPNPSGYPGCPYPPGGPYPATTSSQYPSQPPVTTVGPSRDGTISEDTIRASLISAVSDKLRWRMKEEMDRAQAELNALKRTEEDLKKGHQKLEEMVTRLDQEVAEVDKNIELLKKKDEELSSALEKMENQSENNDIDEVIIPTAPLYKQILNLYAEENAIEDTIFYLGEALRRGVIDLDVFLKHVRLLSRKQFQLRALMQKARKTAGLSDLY
#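 Tsg101 binding domain (10 uM final) was mixed with compound and a FITC-labeled PTAP peptide (50 nM final) in HEPES pH 7.5 buffer with NaCl, Tween 20, EDTA and TCEP; fluorescence polarization was read after 20 min at r.t.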
# ASM inhibitor: blocks human secretory acid sphingomyelinase | placental ASM, HMU-PC fluorogenic substrate, 60 min | 340,000 tested, 0.006% active | Potency, µM (highest dose often 57.5 µM), inactives show top-dose activity change, negative = inhibition, hits mostly inhibitors | AID 504937 | P17405; note: potency is the fitted concentration of half-maximal effect
#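 Fluorogenic HMU-PC substrate (9 uM final) is turned over by placental ASM in 60 min at 37 C after a 10 min compound preincubation. Reaction ended by alkaline stop (pH 10), with fluorescence read at 386/447 nm.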
# Eya2 inh: Eya2 (human) phosphatase inhibition; Potency, µM (highest dose often 76.9 µM), inactives show at the top dose activity, negative = inhibition, hits mostly inhibitors; recombinant Eya2, OMFP fluorescence dephosphorylation (OMFP is methylfluorescein phosphate); AID 488837; 330,000 tested, 0.006% active; note: potency is the fitted concentration of half-maximal effect; % is set by controls: 0 for no effect and ±100 for the full control effect
#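 Eya2 (0.2 uM) preincubated 10 min at ambient with compound, then OMFP substrate added at 50 uM; 10 min reaction in 50 mM HEPES pH 7.5, 50 mM NaCl, 5 uM MgCl2, 0.05% BSA, 1 mM DTT. Fluorescence read at Ex 485/Em 525 nm.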
# uPA generation: inhibitors of cell surface uPA generation. cell surface uPA generation assay, qHTS. Potency, µM (series often up to 38.3 µM), inactives show at the highest dose activity change, negative = inhibition, hits mostly inhibitors. 330,000 tested, 0.31% active. AID 540303; active = well fitted inhibition curve with a large enough effect; inconclusive = small, poorly fitted or top-dose-only effect; inactive = no such curve, though single readings can be large or run the other way; tested in mouse RAW 264.7 cells; note: potency is the fitted concentration of half-maximal effect; % is set by controls: 0 for no effect and ±100 for the full control effect; nearly all actives have a fitted effect of over 55% in size
# p53 reactivation: mutant p53 re-activation in reporter cells. H1299 p53-A138V BP100-luciferase reporter, luminescence, 24 h. Potency, µM (titrated, usually from 92.2 µM), inactives show at the top dose activity change, positive = activation, hits mostly activators. 320,000 tested, 0.063% active. AID 504706; note: potency is the fitted concentration of half-maximal effect; % of control where 0% means no effect; nearly all actives have a fitted effect of over 45% in size
#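 p53-null H1299 cells stably carrying temperature-sensitive p53-A138V and a BP100-luciferase reporter were pinned with compounds (4-point, 1:5 series) and held 24 hrs at 37 deg C. Luminescence was read 10 min after detection reagent.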
# Active calls of the source: *; ? = inconclusive; · = no result given; [ ] = dose if it differs, or a comment. Unless noted, calls come from the whole dose curve; as a rule, active = well fitted curve in the direction sought with a large enough effect; inconclusive = small, poorly fitted or top-dose-only effect, or another doubt; inactive = no such curve, though single readings can be large; an effect the other way counts as inactive or inconclusive.
SMILES,USP2a inh,BRCA1 expr up,Integrin act MD,B2AR arrestin,ELG1 genotox,TRPV1 agonist,PTAP TSG101 blk,ASM inhibitor,Eya2 inh,uPA generation,p53 reactivation
Cn1c(=O)n(CCc2ccccc2)c(=O)c2c1nc1n2CCCN1Cc1ccccc1,0%,-27%,-12%,-0.1%,-18%,7,0%,-19%,0%,7%,-7%
N#CC1=C(N)OC2=C(C(=O)CCC2)C1CCc1ccccc1 (configuration not stated),0%,-46%,-19%,-0.2%,2%,13,0%,2%,-6%,-3%,9%
C=CCn1c(SCC(=O)Nc2nccs2)nnc1-c1ccco1,-1%,-6%,1%,-0.1%,0%,0,-2%,0%,12%,0%,-4%
CC(C)(C)OC(=O)N1CCC(c2c(C(=O)O)cnn2-c2ccccc2Cl)CC1,3%,5%,12%,0.0%,1%,-5,-4%,-2%,6%,·,-12%
O=C(NCCCNC(=O)c1cc(Cl)ccc1Cl)c1cnccn1,-3%,-19%,-17%,-0.2%,-2%,-2,-11%,2%,2%,4%,-2%
O=C(COc1cccc2ccccc12)N1CCN(c2ccccc2)CC1,-20%,-4%,12%,0.4%,-4%,-2,-4%,-1%,1%,3%,0%
COc1ccc(Cl)cc1S(=O)(=O)NC(C)C(=O)NCc1ccc2c(c1)OCO2 (configuration not stated),2%,-15%,4%,-0.2%,10%,1,0%,1%,-1%,-1%,-4%
CCC(=O)Nc1nnc(SCC(=O)NCC2CCCO2)s1 (configuration not stated),·,-2%,3%,·,·,·,3%,-1%,·,5%,·
CC1(c2nnc(-c3ccc(F)cc3)o2)CC(c2c(Cl)cccc2Cl)=NO1 (configuration not stated),4%,-34%,6%,-0.4%,-3%,?,2%,0%,4%,-23%,-1%
CC(C)(C)OC(=O)N1CCC(NC(=O)c2nc[nH]c2C(=O)N2CCN(c3ccccc3)CC2)CC1,2%,-10%,-15%,-0.9%,-1%,·,0%,6%,6%,3%,-5%
CC(CN1CCCCC1)OC(=O)c1ccc2c(c1)OCO2 (configuration not stated),1%,-6%,-1%,-0.2%,0%,13,0%,2%,-16%,4%,5%
CCNc1nc(NC(C)C)nc(NS(=O)(=O)c2ccc(C)cc2)n1,-2%,-28%,?,-1.0%,-1%,3,-4%,8%,-2%,-14%,·
Cc1cc(C)c2c(=O)[nH]c(SCC(=O)N3CCOCC3)nc2n1,5%,-22%,-50%[inhibitor],-0.1%,-2%,2,-4%,-2%,15%,-3%,0%
Cc1cccc(NS(=O)(=O)c2cccc(C(=O)N3CCCCCCC3)c2)c1,1%,-18%,-16%,-0.7%,-2%,0,0%,-1%,2%,0%,3%
Cc1cccc(Oc2ccc(S(=O)(=O)N3CCCCC3)cc2NC(=O)C2=COCCO2)c1,-1%,-45%,27%,-0.1%,-2%,-5,-2%,1%,-4%,-14%,0%
O=S(=O)(c1ccc(F)cc1)N1CCc2ccccc2C1,0%,-2%,-10%,-0.4%,-4%,11,0%,2%,7%,1%,·
COc1ccc(NC(=O)Nc2ccc(OCc3ccccc3)cc2)cn1,11%,-12%,-34%,0.2%,4%,13,-23%,1%,11%,-3%,5%
COc1ccccc1NC(=O)CSc1nc(=O)n(Cc2ccncc2)c2c1CCCC2,-1%,19%,28%,-0.3%,10%,1,-4%,-1%,-17%,?,-1%
Fc1ccc(Oc2ccc3nnc(C(F)(F)F)n3n2)cc1,14%,10%,16%,-0.1%,11%,1,1%,1%,3%,-1%,-3%
O=S(=O)(NCc1ccccc1)c1ccc(Cl)cc1,2%,8%,6%,-0.3%,-2%,4,-2%,-2%,-8%,1%,-1%
Cc1cc(C(=O)CSc2nncn2C)c(C)n1-c1ccccc1,-1%,13%,19%,0.0%,-4%,0,-4%,-1%,2%,-12%,29%
C1=CC2CC1CC2CN1CCN(c2ccccc2)CC1 (configuration not stated),-1%,-7%,-29%,-0.1%,?,2,-19%,0%,-3%,·,-4%
Cc1ccnc(NC(=O)c2ccc(S(=O)(=O)N3CCC(C)CC3)cc2)c1,-1%,83%,20%,-0.9%,0.73µM*,4,1%,-2%,2%,-5%,?
CCCN(C(=O)CSCc1c(C)noc1C)c1c(N)n(Cc2ccccc2)c(=O)[nH]c1=O,1%,-10%,-4%,0.0%,0%,-2,-3%,15%,-3%,1%,3%
Cc1c(C(=O)NCc2ccc3c(c2)OCO3)oc2ccc(S(=O)(=O)N3CCCCC3)cc12,5%,-66%,23%[7.66 µM],0.4%,-12%,-3,0%,-3%,-8%,·,4%

# (cont.)
SMILES,USP2a inh,BRCA1 expr up,Integrin act MD,B2AR arrestin,ELG1 genotox,TRPV1 agonist,PTAP TSG101 blk,ASM inhibitor,Eya2 inh,uPA generation,p53 reactivation
CCN1CCN(S(=O)(=O)c2ccc(Cl)c(C(=O)NCCOc3ccc(C)cc3)c2)CC1,0%,-7%,13%,-0.9%,-4%,19,1%,-1%,20%,0%,-8%
O=C(Nc1ccc2c(c1)OCO2)c1c(F)c(F)c(F)c(F)c1F,0%,4%,-16%[7.66 µM],0.1%,-5%,?,-12%,0%,-9%,·,14%
Cc1ccccc1Cn1ccc(NC(=O)c2nn3cccnc3c2Cl)n1,0%,83%,24%,-0.3%,5%,10,-3%,-4%,-17%,5%,14%
Cc1ccc(S(=O)(=O)N(CC(=O)N/N=C/c2cccc(Cl)c2)c2cccc3cccnc23)cc1,·,-43%,0%,·,·,2,-3%,3%,·,14%,·
CCOc1ccc(C(=O)NCC(=O)N2CCC(C)CC2)cc1OCC,0%,-3%,5%,-0.1%,-1%,3,0%,3%,-15%,-1%,-6%
CC(C)Oc1ccc(N2CC(C(=O)NC3=NCCS3)CC2=O)cc1 (configuration not stated),-1%,0%,4%,0.3%,4%,0,-1%,2%,-23%,20%,0%
COCCn1c(SCC(=O)c2ccc(Cl)cc2)nnc1C(C)C,1%,0%,1%,8.6%,1%,-1,-5%,0%,-4%,-5%,17%
COc1ccc(NC(=O)CCNC(C)=O)cc1NS(=O)(=O)c1ccc(F)cc1,1%,-5%,-10%,0.1%,2%,0,-3%,-1%,1%,1%,3%
COc1c(Cl)cc(Cl)cc1/C=N/n1cnnc1,0%,-2%,-28%,2.8%,-1%,2,-6%,0%,17%,0%,0%
O=C(CN(C(=O)CSc1nc2ccccc2o1)c1cccc(F)c1)NC1CCCCC1,2%,-26%,0%,-0.5%,-7%,·,-2%,-2%,12%,2%,-4%
C[C@H]1COC(=O)[C@H](CC(=O)OC(C)(C)C)C/C=C\C[C@@H](CC(=O)N[C@@H](CO)Cc2ccccc2)C(=O)N1,-1%,-24%,-2%,0.1%,1%,·,-4%,0%,6%,12%,-3%
COc1ccc(C2CC(c3ccccc3)=NN2C(=O)CCC(=O)O)cc1 (configuration not stated),1%,-1%,32%,0.1%,0%,-6,-3%,5%,6%,-1%,22%
Cn1cc(C(=O)N2CCN(C(=O)c3ccco3)CC2)c2c3ccccc3n(C)c2c1=O,1%,-26%,6%,-0.3%,1%,0,-2%,10%,15%,-8%,-24%
CCc1ccc(-c2cc(C)no2)cc1S(=O)(=O)N1CCN(c2ccccc2F)CC1,5%,0%,3%,0.2%,-7%,12,-2%,-9%,-16%,-2%,4%
COc1ccccc1CNC(=O)COC(=O)c1ncc(Cl)c(Cl)c1Cl,0%,11%,-10%,-0.2%,-9%,13,2%,-3%,-1%,1%,-1%
COCc1cc(=O)n2[nH]c(-c3ccsc3-n3c(C)ccc3C)cc2n1,-2%,-7%,8%,0.2%,1%,-3,-2%,-5%,6%,-5%,0%
O=C(C#Cc1ccccc1)c1ccc([N+](=O)[O-])cc1,4%,-77%,-27%,-0.8%,6%,19,0%,-3%,14%,-9%,-12%
CCCCOc1ccc(/C=C2/Sc3ccccc3C2=O)cc1,1%,17%,0%,-0.2%,8%,3,?,-10%,-5%,0%,13%
COC(=O)C(Cc1ccccc1)NCC(=O)Nc1cccc(Cl)c1C (configuration not stated),-2%,2%,-8%,0.4%,-1%,23,-4%,-1%,6%,-2%,0%
O=C(/C=C/c1ccc(Cl)cc1Cl)NCCN1CCOCC1,-1%,29%,10%,0.6%,0%,28,-4%,2%,15%,-4%,-4%
Cc1ccc(S(=O)(=O)CCC(=O)Nc2ccc(F)cc2)cc1,2%,10%,6%,-0.3%,3%,14,-2%,1%,3%,5%,0%
OCC1(CC2CCCCO2)CCN(Cc2nc3ccccc3[nH]2)CC1 (configuration not stated),0%,-22%,25%,0.4%,-2%,-1,-1%,12%,3%,1%,-2%

# Screening data from PubChem BioAssay.
